SSB-PriA inh – inhibitors of Klebsiella pneumoniae PriA binding to SSB C-terminal tail, primary screen, biochemical, AlphaScreen; PriA–SSB C-terminal tail interaction (Klebsiella pneumoniae); AlphaScreen SSBct-PriA binding, biotinylated peptide; inhibition, % at 33 µM; hit rate 0.6% among 430,000; AID 1272365, 2023; in the data active = inhibition mostly above about 37%, no sharp cut-off; inactive = mostly below about 20%;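 note: plate controls were negative control peptide for no effect and reference peptide for full effect; strong numbers were not always called active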
The depositor's hits bear a star; & = joins results of further samples. Some of the compounds tested; count on the stated rates, not on these rows.

The opening 7 records as a preview:
SMILES	SSB-PriA inh
O=C(C1CCCO1)N1CCc2ccc(NS(=O)(=O)Cc3ccccc3F)cc21 (configuration not stated)	-3
O=C(CC1CCCCN1S(=O)(=O)c1ccc(F)cc1)NCCc1ccc(Cl)cc1 (configuration not stated)	7
O=C(ON=C1CCS(=O)(=O)c2sccc21)c1ccc(F)cc1	8
COc1ccc(-c2nc3ccccc3n2CCOc2ccccc2)cc1OC	1
N=C(N)Sc1cn(CC(=O)N2CCOCC2)c2ccccc12	-6
Cc1nc2oc(-c3ccccc3)nc2cc1NC(=O)c1cccn(C)c1=O	14
O=C(NC1CCN(c2nccs2)C1)c1nc2ccccc2s1 (configuration not stated)	21

The listing, repeating the preview:
SMILES	SSB-PriA inh
O=C(C1CCCO1)N1CCc2ccc(NS(=O)(=O)Cc3ccccc3F)cc21 (configuration not stated)	-3
O=C(CC1CCCCN1S(=O)(=O)c1ccc(F)cc1)NCCc1ccc(Cl)cc1 (configuration not stated)	7
O=C(ON=C1CCS(=O)(=O)c2sccc21)c1ccc(F)cc1	8
COc1ccc(-c2nc3ccccc3n2CCOc2ccccc2)cc1OC	1
N=C(N)Sc1cn(CC(=O)N2CCOCC2)c2ccccc12	-6
Cc1nc2oc(-c3ccccc3)nc2cc1NC(=O)c1cccn(C)c1=O	14
O=C(NC1CCN(c2nccs2)C1)c1nc2ccccc2s1 (configuration not stated)	21
CCc1cc(=O)[nH]c2nnc(SCC(=O)NC)n12	6
Cc1cc(C)nc(N=C(N)Nc2ccc(-c3ccccc3)cc2)n1	17
COc1ccc(C(=O)NCc2ccc(C(=O)c3ccsc3)s2)cc1F	-18
COc1cccc([C@H](CNC(=O)c2cc3ccccc3s2)OC)c1	-15
COc1coc(C(=O)Nc2ccc(-c3nc4ccc(C)cc4s3)cc2)cc1=O	-12
COc1ccc(CC(=O)NNc2nc(N3CCOCC3)nc(N3CCOCC3)n2)cc1	-3
CC(=O)N1CCN(Cc2nc(-c3ccco3)cs2)CC1	8
COc1cccc(S(=O)(=O)Nc2ccc(C(=O)N3CCCCC3C)cc2)c1 (configuration not stated)	-1
c1ccc(C[n+]2sc(N(c3ccccc3)c3ccccc3)nc2-c2ccccc2)cc1	23
O=C(c1c(F)cccc1F)N1CCS[C@H](c2ccccc2)CC1	-2
CCOC(=O)c1c(N=CC2C(=O)CC(C)(C)CC2=O)sc(C)c1C	-4
O=C(c1ccc(F)cc1Cl)N1CCCSCC1CN1CCOCC1 (configuration not stated)	-3
O=C(NCc1cc(-c2ccc3c(c2)OCCO3)on1)C1CCCC1	-11
CC(C)(C)c1cc(C(=O)O)nc(=O)[nH]1	8
CCn1nc(C)cc1C(=O)Nc1cc(C)nn1-c1nc2ccc(F)cc2s1	-9
COc1cccc(CSc2nc(C)c(CC(=O)Nc3ccccc3SC)c(=O)[nH]2)c1	-21
CCOC(=O)Cn1cc(C=NNC(=O)c2ccc(C#N)cc2F)c2ccccc21	-4
O=C(NCC#CCOc1cccc(C(F)(F)F)c1)c1ccc(=O)[nH]c1	9
O=C(NCc1ccccc1Cl)c1c(O)c2ccccc2n(-c2ccccc2)c1=O	3
CCc1nnc(C2CCN(S(=O)(=O)c3ccc(NC(C)=O)cc3)CC2)s1	3
CCOc1cc(C=NNC(=O)CN2CCOCC2)ccc1OCc1ccccc1	1
O=C(Cn1cnc2ccccc21)NCC1Cc2ccccc2CO1 (configuration not stated)	-10
CN1CCC2(CC1)N=C(SCC(=O)Nc1ccc3c(c1)OCCO3)C(c1ccc(Cl)cc1)=N2	-1

Taken from above.
For SSB-PriA inh, O=C(NCc1cc(-c2ccc3c(c2)OCCO3)on1)C1CCCC1 has -11
For SSB-PriA inh, COc1cccc([C@H](CNC(=O)c2cc3ccccc3s2)OC)c1 has -15
For SSB-PriA inh, CCOC(=O)c1c(N=CC2C(=O)CC(C)(C)CC2=O)sc(C)c1C has -4
For SSB-PriA inh, COc1ccc(C(=O)NCc2ccc(C(=O)c3ccsc3)s2)cc1F has -18
For SSB-PriA inh, c1ccc(C[n+]2sc(N(c3ccccc3)c3ccccc3)nc2-c2ccccc2)cc1 has 23
For SSB-PriA inh, Cc1nc2oc(-c3ccccc3)nc2cc1NC(=O)c1cccn(C)c1=O has 14

Further structures:
SMILES	SSB-PriA inh
COc1cccc2sc(N(CCCN(C)C)C(=O)/C=C/c3ccccc3)nc12	-18
CCOC(=O)c1c(N=Cc2cc(C)ccc2O)sc2c1CCN(C)C2	6
Cc1cc(C)n2nc(Nc3ccc(S(N)(=O)=O)cc3)nc2n1	-3
COC(=O)CSc1nc2c(c(=O)n1C)SCC2	-22
CCOc1cccc2cc(-c3csc(NC(=O)Cc4ccc(SCC)cc4)n3)oc12	-4
CC1(C)CCC2CC1(C)CN2C(=O)NC(=O)c1ccccc1 (configuration not stated)	-4
Cn1c(=O)c2c(ncn2CC(=O)N2CCC[C@H](Cc3nc(C4CC4)no3)C2)n(C)c1=O	-6
COc1cc(C=NNC(=O)c2cccc([N+](=O)[O-])c2)ccc1OC(=O)c1ccco1	-10
CCOc1ccccc1C(=O)NCCn1nc(C2CC2)n(-c2ccccc2)c1=O	-3
O=C(Nc1ccc(Br)cc1C(=O)c1ccccc1Cl)c1cccs1	-2
CSc1ncccc1C(=O)NCC(O)c1ccoc1 (configuration not stated)	-6
COc1cccc(C=NNC(=O)c2cnccn2)c1	-5
CCS(=O)(=O)N=C(N)c1ccccc1	-3
COc1cccc(C=NNC(=O)C[n+]2ccccc2)c1OC	-1
O=C(CCc1ccccc1O)NN=Cc1ccc(Sc2cccc3cccnc23)o1	94*
Nc1onc2c1CCCC2	-9&0
Cn1c(SCc2ccccn2)ncc(C(=O)Nc2ccc(Cl)cc2)c1=O	3
CC(Cc1ccc(O)c(O)c1)(NN)C(=O)O (configuration not stated)	9
CC(O)(CNC(=O)CCc1ccccc1F)c1cc2ccccc2s1 (configuration not stated)	-12
Cc1ccc(C23CC4CC(CC(CNCCO)(C4)C2)C3)cc1	-4
Cc1cc(C(=O)N(CCn2cccn2)c2nc3c(F)cccc3s2)no1	1
CCOC(=O)c1nn(-c2ccc(C)cc2)c(=O)cc1OCC(=O)NCc1ccco1	10
Cc1ccc(-n2nnc(C(=O)OCc3ccccc3Cl)c2C)cc1F	-33
COc1ccc(CCC(=O)NCc2cncc(-c3ccsc3)c2)c(OC)c1OC	-5
Cc1ccnc(NS(=O)(=O)c2ccc(NC(=O)CCC(=O)O)cc2)n1	-6
CCOc1ccccc1/C=C(/C#N)c1nc(-c2ccc(F)cc2)cs1	-33
CCOc1ccc(C=NNC(=O)c2[nH]ncc2Br)c(O)c1	-11
O=c1c2c(cnn2-c2ccccc2)c(C2CC2)nn1CCc1ccccc1	-1
Cc1nc2cc(NC(=O)c3ccc(N4CCCC4)nn3)ccc2s1	-3
CCOC(=O)c1sc(N=Cc2c(O)n(-c3ccccc3)c(=O)[nH]c2=O)c(C#N)c1C	-13
CC(C)NC(=O)NNC(=O)c1cccn(Cc2cccc(Cl)c2)c1=O	-28
O=C(Cn1nc(-c2cccs2)c2sc(N3CCCC3)nc2c1=O)NCc1ccccc1	-8
O=C(NCCOc1ccc2nnc(-c3ccc(F)cc3)n2n1)Nc1ccc(F)cc1	-13
O=C(CSc1nc2sc3c(c2c(=O)n1-c1ccccc1)CCC3)Nc1nsc(-c2ccc(Cl)cc2)n1	-19
CSc1cccc(NC(=O)Cn2cc(-c3nc(-c4cccs4)no3)ccc2=O)c1	-17
COc1ccc(OC)c(S(=O)(=O)N(C)C)c1	0
O=C(Nc1ccccc1Cl)Nc1ccccc1-c1cn2ccsc2n1	-4
Cc1nc2ccc(NC(=O)COc3ccccc3F)cc2c(=O)n1-c1ccc(Cl)cc1	2
COCc1nnc(NC(=O)c2ccc(C(C)(C)C)cc2)s1	-3
Cc1ccc(/C=C/S(=O)(=O)N2CCC(Oc3ncccc3Br)CC2)cc1	-6
Cc1cc(S(=O)(=O)Nc2ccc3c(c2)N(C(=O)C2CCCC2)CC3)ccc1F	9
CCOC(=O)N1CCN(S(=O)(=O)c2ccc(C(=O)Nc3cc(C)no3)cc2)CC1	7
COc1ccc(NC(=O)C(=O)Nc2nc3ccccc3s2)cc1N1CCCC1=O	-2
CC(C)c1cccc2sc(NC(=O)c3ccc(S(=O)(=O)N(C)Cc4ccccc4)cc3)nc12	-10
Cc1nn(C)c(C)c1C(=O)O	-4

Among those listed so far, three contain bromine:
SMILES	SSB-PriA inh
O=C(Nc1ccc(Br)cc1C(=O)c1ccccc1Cl)c1cccs1	-2
CCOc1ccc(C=NNC(=O)c2[nH]ncc2Br)c(O)c1	-11
Cc1ccc(/C=C/S(=O)(=O)N2CCC(Oc3ncccc3Br)CC2)cc1	-6

Further structures
SMILES	SSB-PriA inh
COc1ccc(-c2nc3scc(CCN)n3n2)cc1	-3
COc1cccc(CC(=O)N(Cc2ccccn2)c2nc3ccccc3s2)c1	-1
COc1ccccc1N1CCN(CCNC(=O)COc2ccc(Cl)cc2Cl)CC1	-14
Cc1ccccc1Cn1cnc2c(cnn2CCNC(=O)c2ccccc2Cl)c1=O	-3
Cn1nc(CN(C2CCCC2)S(C)(=O)=O)cc1C1CC1	-5
COc1ccc(NC(=O)c2cc(N3CCCC3)ncn2)cc1Cl	-30
CCOC(=O)NC(=S)Nc1ccc(OCC)cc1	-17
COc1cc(/C=C2\SC(=NS(=O)(=O)c3ccc(C)cc3)NC2=O)c([N+](=O)[O-])cc1OC	1
CCn1nccc1C(=O)Nc1nc(-c2ccc(Cl)cc2Cl)cs1	-5
COC(=O)c1ccc2nc(NC(=O)c3cc(C)no3)sc2c1	-7&-4
O=c1[nH]c(=O)n(-c2cccc3ccccc23)c(O)c1C=NN1CCCCC1	3
CCn1cnc2c(-c3ccccc3)cn(CC(=O)NCc3ccco3)c2c1=O	-8
Cc1cc(=O)[nH]c(-n2nc(C)c(CCC(=O)NCc3cc(-c4ccccc4)on3)c2C)n1	0
COC(=O)c1ccsc1NC(=O)c1cc(OC)ncn1	-4
COc1ccc(CN(CC(=O)Nc2ccccc2)S(=O)(=O)c2cccnc2)cc1	-4
O=C1CCCCC1=NNc1ccc(OCc2ccccc2)cc1	14
O=C(Nc1ccc2scnc2c1)c1cccc(C(F)(F)F)c1	-11
O=C(Nc1nnc(C2COc3ccccc3O2)o1)c1ccc(S(=O)(=O)N2CCc3ccccc3C2)cc1 (configuration not stated)	-1
COc1cccc(-c2cc(C(=O)NCCCN(C)C)c3c(C)nn(C4CCS(=O)(=O)C4)c3n2)c1 (configuration not stated)	3
COc1ccc(-c2csc(-c3cc4cccc([N+](=O)[O-])c4oc3=O)n2)cc1OC	-6
Cc1nnsc1C(=O)NCCSC1CCOCC1	-10
CCCCc1ccc(Nc2nc(Nc3ccc(F)cc3)nc(N3CCOCC3)n2)cc1	-2
Cc1cc(-c2ccc(NC(=O)Cc3cccc4ccccc34)c(C)c2)ccc1NC(=O)Cc1cccc2ccccc12	-6
Cc1cc(C)nc(N=C(NC(=O)C(C)(C)C)Nc2ccc(F)cc2)n1	-9
Cc1nnc(NC(=O)CCn2cnc3c(cnn3C(C)(C)C)c2=O)s1	-8
CN(C)c1ccc(C(=S)N2CCN(C(=S)c3ccccn3)CC2)cc1	4
CC(C)(C)c1ccc(-c2nn3c(-c4ccccn4)nnc3s2)cc1	10
CCc1c(C#N)c(SCC(=O)Nc2cccc(C(C)=O)c2)nc2c1C(=O)CC(C)(C)C2	-7
COc1ccc(C(N)=NOC(=O)CCCc2ccccc2)cc1OC	-51
Cc1c(Cl)cccc1NC(=O)C(=O)Nc1cc2c3c(c1)CCC(=O)N3CCC2	-9
COc1cc2c(=O)[nH]cnc2cc1OCc1ccccc1	-10
S=c1[nH]nc(-c2ccc(Cl)s2)o1	-12
CCOC(=O)Cn1c(=O)c2c(nc3n(C)c(C)cn23)n(C)c1=O	2
CCOc1ccc2ccccc2c1C(=O)NCC(c1cccn1C)N1CCCC1 (configuration not stated)	-8
COc1cccc2sc(OC3CN(C(=O)c4cc(C)oc4C)C3)nc12	-12
CC(=NOCC(=O)OCC(=O)NC(=O)c1ccccc1)c1ccc2c(c1)OCO2	1
COC(=O)c1ccc(CSc2nc(=O)n3cc(C)ccc3n2)o1	0
COc1ccc(NC(=O)C2Cc3ccccc3OC2=NO)cc1 (configuration not stated)	0
COCc1nc2ccccc2n1C(C)C	0
C=CCN(CC=C)C(=O)Cn1c([C@H]2CC(=O)N(c3ccccc3C)C2)nc2ccccc21	-10
O=C(CN1C(=O)CCC1=O)NCc1nn(C2CCCC2)c2c1COCC2	-22
CSC[C@@](C)(O)CNS(=O)(=O)c1cn(C)cn1	-6
CCCN1CCCc2cc(CCNC(=O)COc3ccc(Cl)cc3)ccc21	73*
Cc1cc(NC(=O)Cn2cnc3c(cnn3-c3cccc(Cl)c3)c2=O)no1	-20
COc1ccccc1NC(=O)CSc1ccc(NC(=O)c2cccs2)nn1	-10
Cc1ccc(Nc2nc(C(N)=O)cs2)c(C)c1	7
Cc1noc(-c2c(NC(=O)[C@@H]3COc4ccccc4O3)sc3c2CCOC3)n1	-3
O=C(NCC1(O)CCOc2ccccc21)C1(c2cccs2)CCCC1 (configuration not stated)	1
CCCN1CCCc2cc(CCNS(=O)(=O)c3ccc(NC(C)=O)cc3)ccc21	85*
CC(/C=C/C1=C(C)CCCC1(C)C)=NNC(=O)c1ccncc1	1
CCOC(=O)N1CCN(C(=O)CSc2nnc3ccc(-c4ccc(F)cc4)nn23)CC1	-4
Cc1nc(SCc2ccccc2)[nH]c(=O)c1CC(=O)Nc1ccccc1C(N)=O	3
O=C(Nc1nc(CCC(=O)N2CCN(c3ccccc3Cl)CC2)cs1)c1cccs1	-9
CN1C(=O)c2cccc(NC(=O)c3ccn(C)n3)c2C1=O	11
Cc1ccc(-c2n[nH]c(=S)o2)cc1	5
Cc1c(-c2nc(-c3ccc4c(c3)OCO4)no2)nnn1-c1ccc(F)cc1F	-17
O=C(CSc1nc2ccccc2o1)NN=Cc1ccco1	-4
CC(C)Oc1ccc(-c2csc(NC(=O)C(C)(C)C)n2)cc1	-11
O=C(COc1ccccc1F)N1CC[C@H](S(=O)(=O)c2ccccc2)C1	-15
O=c1c2c3c(sc2ncn1N=Cc1ccco1)CCCC3	11
CCOC(=O)c1sc(NC(=O)c2ccc(C#N)cc2)nc1-c1ccccc1	-12
